Epigenetic reg – derepresses silenced GFP reporter in murine cells. AID 1865. murine LDR cells, GFP reporter derepression, 30 h. Potency, µM (doses to about 53.9 µM), inactives show at the highest dose GFP activation, most hits filed as activators. 280,000 compounds, 0.2% hits; also: potency is read from the fitted curve at half-maximal effect; % of control where 0% means no effect; nearly all actives have a fitted effect of over 60% in size
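Murine LDR cells carrying a silenced, genomically integrated CMV-driven GFP reporter were exposed to compound for 30 hours at 37 C. After PBS washes, GFP-positive cells (20–120 um objects) were counted by laser-scanning microplate cytometry.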
IMPase Li cell – cell-permeable IMPase inhibitors with lithium potentiation. CHO-M1 cells, IP1 TR-FRET (IP-One), carbachol + lithium. Potency, µM (highest dose often 59.4 µM), inactives show at the top dose activity, negative = IMPase inhibition, most hits filed as inhibitors. 210,000 compounds, 0.35% hits;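 also: IP1 builds up when IMPase is blocked and the TR-FRET signal falls; potency is read from the fitted curve at half-maximal effect; plate controls were basal vehicle for no effect and high inhibitor control for full effect; nearly all actives have a fitted effect of over 50% in size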
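Test compounds were applied to CHO-M1 cells previously cultured for 16–30 h at 2000 per well. A small lithium amount accompanied them; after 30 min at 37C, IP1 was quantified by TR-FRET.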
NPSR antag – blocks cAMP signaling of the human neuropeptide S receptor; AID 1461; CHO-NPSR cells, cAMP TR-FRET, antagonist mode; Potency, µM (series often up to 38.3 µM), inactives show at the top dose activity change, negative = inhibition, hits mostly inhibitors; 220,000 compounds, 1% hits; Q6W5P4; also: potency is read from the fitted curve at half-maximal effect; % is scaled to controls: 0 for no effect and ±100 for the full control effect; nearly all actives have a fitted effect of over 50% in size; many of its hits are not listed in these tables
Target sequence (Q6W5P4 whole entry, looked up): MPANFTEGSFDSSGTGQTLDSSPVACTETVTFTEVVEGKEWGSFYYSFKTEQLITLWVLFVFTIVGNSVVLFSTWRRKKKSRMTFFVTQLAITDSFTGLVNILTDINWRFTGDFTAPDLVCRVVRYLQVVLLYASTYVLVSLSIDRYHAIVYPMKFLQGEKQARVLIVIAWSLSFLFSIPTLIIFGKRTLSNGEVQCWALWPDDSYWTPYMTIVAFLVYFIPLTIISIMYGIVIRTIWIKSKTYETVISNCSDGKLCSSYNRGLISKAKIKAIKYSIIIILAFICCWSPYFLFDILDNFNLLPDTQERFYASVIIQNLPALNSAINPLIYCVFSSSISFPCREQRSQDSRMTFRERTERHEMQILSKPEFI
Lamin A splicing – changes lamin A minigene splicing in HeLa cells | Potency, µM (doses to about 46.1 µM), for inactives: at the highest dose ratio change, negative = inhibition, hits mostly inhibitors | HeLa LMNA splicing GFP/RFP minigene ratio, 48 h | AID 1487 | 200,000 compounds, 0.01% hits; active = well fitted inhibition curve with a large enough effect in the signal ratio, with a control signal flat, not every such curve was filed as active; inconclusive = small, poorly fitted or top-dose-only effect, or effect the other way, or a change in a side signal; the % refers to the signal ratio; also: potency is read from the fitted curve at half-maximal effect; % is scaled to controls: 0 for no effect and ±100 for the full control effect
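S3 HeLa cells stably expressing lamin A-EGFP splicing minigene plus DsRed2, 600 cells/well, 48 h compound exposure at 37C. Laser-scanning cytometry; analysed as GFP (500-530 nm)/RFP (575-640 nm) total intensity ratio; 0.5% DMSO vehicle.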
Luc counter – Kinase-Glo luciferase inhibition (counter-screen); Kinase-Glo luciferase, ATP luminescence, 8 min; Q27757; 200,000 compounds, 0.28% hits; Potency, µM (doses to about 38.3 µM), without a hit: at the highest dose activity change, negative = inhibition, most hits filed as inhibitors; also: potency is read from the fitted curve at half-maximal effect; % is scaled to controls: 0 for no effect and ±100 for the full control effect; nearly all actives have a fitted effect of over 60% in size
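Inhibition of Kinase-Glo luciferase light generation was assessed at 10 uM ATP in pH 7.2 imidazole buffer, with luminescence measured after eight minutes at ambient temperature.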
aGal spleen mod – inhibits or activates alpha-galactosidase in human spleen homogenate; P06280; human spleen homogenate, 4MU-alpha-Gal fluorescence, 40 min; Potency, µM (highest dose often 80 µM), inactives show top-dose activity change, negative = inhibition, most hits filed as inhibitors; 240,000 compounds, 0.008% hits;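 also: potency is read from the fitted curve at half-maximal effect; 0% = enzyme with vehicle and -100% = no enzyme basal signal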
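Spleen homogenate 1 ug + cpd (titration) + 4-MU-alpha-D-galactopyranoside 1 mM; 37C 40 min; 50 mM citrate/phosphate pH 5.0, 0.01% Tween-20; stop pH 10; fluorescence 365/440; AC50 via Hill.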
CBFb-RUNX1 inh – CBF-beta/RUNX1 interaction disruption. Potency, µM (highest dose often 59.8 µM), for the others: top-dose activity, negative = inhibition, usual class: inhibitors. AID 1477. 230,000 tested, under 10 active. AlphaScreen CBFb-His/RUNX1-biotin binding, biochemical; also: % of control where 0% means no effect
Target sequence (Q01196 whole entry, looked up): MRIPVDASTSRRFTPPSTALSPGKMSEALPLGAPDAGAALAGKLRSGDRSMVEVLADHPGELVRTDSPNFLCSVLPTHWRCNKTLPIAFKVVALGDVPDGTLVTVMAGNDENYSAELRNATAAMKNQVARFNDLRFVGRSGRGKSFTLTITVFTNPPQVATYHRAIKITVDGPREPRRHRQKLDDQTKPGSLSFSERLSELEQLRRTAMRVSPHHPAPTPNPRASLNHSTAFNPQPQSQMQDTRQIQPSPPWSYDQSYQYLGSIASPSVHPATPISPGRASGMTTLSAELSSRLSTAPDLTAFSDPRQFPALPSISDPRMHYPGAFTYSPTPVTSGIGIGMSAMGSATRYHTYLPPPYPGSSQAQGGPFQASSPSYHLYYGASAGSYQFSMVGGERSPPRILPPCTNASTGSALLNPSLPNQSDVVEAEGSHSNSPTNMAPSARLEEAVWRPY
Target sequence (Q13951 whole entry, looked up): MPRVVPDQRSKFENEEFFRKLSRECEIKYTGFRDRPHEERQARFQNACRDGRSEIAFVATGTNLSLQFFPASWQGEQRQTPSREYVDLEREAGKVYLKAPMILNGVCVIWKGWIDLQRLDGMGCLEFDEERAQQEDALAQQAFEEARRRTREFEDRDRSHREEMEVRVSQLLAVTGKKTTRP
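Read-out: AlphaScreen. Format: His-CBF-beta with biotinylated RUNX1 (30 nM each) preincubated 20 min, compound 15 min, Ni-chelate plus streptavidin beads 90 min; room temperature throughout.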
Numbers without * were called inactive; ? = inconclusive; nt = not tested or not shown; & = joins results of further samples; [ ] = dose if it differs, or a comment. Unless noted, calls follow the shape of the dose curve; as a rule, active = well fitted curve in the direction sought with a large enough effect; inconclusive = small, poorly fitted or top-dose-only effect, or another doubt; inactive = no such curve, though single readings can be large; an effect the other way counts as inactive or inconclusive. An excerpt, so the mix of outcomes need not match the whole.

Fields – Lamin A splicing, NPSR antag, CBFb-RUNX1 inh, aGal spleen mod, Epigenetic reg, IMPase Li cell, Luc counter
CCCn1c(SCC(=O)NCCc2ccccc2)nnc1-c1ccco1
  12%, -4%, -7%, 1%, -1.0%, 10%, 1%
O=C(Cn1nnc(-c2ccccc2-n2cnnn2)n1)c1ccccc1
  22%, -5%[46.1 µM], 1%, -11%, -0.8%, -4%[38.3 µM], 0%
COc1ccc(NC(=O)c2cc(-c3ccco3)nc3ccccc23)cc1S(=O)(=O)N1CCOCC1
  -9%[46 µM], 14%, ?, 6%, 0.0%, nt, nt
COC(=O)c1cc(OC)c(OC)cc1NC(=O)CN1C(=O)c2ccccc2C1=O
  5%, -15%[46.1 µM], 2%, 12%, -4.4%, 6%[38.3 µM], 1%
C/C(CC(=O)Nc1cccc2c1CCCC2)=N\NC(=O)c1ccccc1N
  -2%, -14%[46.1 µM], -5%, 3%, 0.8%, -6%[38.3 µM], -1%
CC(C)C(=O)NNc1ccccc1
  10%, 3%, 6%, -6%, 0.1%, -2%, 1%
Cc1cc(N/N=C/c2ccccc2F)c2ccccc2n1
  nt, 5%, 2%, -4%, -2.4%, 8%, 2%
COc1ccc(N2C(=O)CC(N(CCc3ccccc3)C(=O)/C=C/C(=O)O)C2=O)cc1 (stereo not given)
  ?, -22%, -4%, 4%, 0.0%, 4%, 0%
O=C(CN1CCN(CC(=O)Nc2ccccc2F)CC1)Nc1ccc2c(c1)OCCO2
  nt, -10%, 2%, -9%, 0.2%, 8%, 3%
O=C(Nc1nc(-c2ccccn2)cs1)c1ncc(Cl)c(Cl)c1Cl
  ?, -27%[46.1 µM], ?, 4%, -1.2%, -3%[38.3 µM], -3%
COc1cc(OC)cc(C(=O)N[C@H](C(=O)OCC(=O)Nc2ccc(OC)c(OC)c2)C(C)C)c1
  9%[46 µM], -2%, -2%, 15%, 0.0%, 3%, -3%
O=C(COc1ccc2c(c1)CCC2)N1CCN(c2cccc(C(F)(F)F)c2)CC1
  -26%, -15%, 0%, -3%, -1.3%, 4%, -1%
Cc1ccc(Cn2nc3c(cc2=O)CCc2ccccc2-3)cc1
  -3%[46 µM], 3%, 16%, -2%, -5.1%, 11%, 2%
O=C(Oc1ccccc1C(=S)N1CCCCC1)c1cc([N+](=O)[O-])cc([N+](=O)[O-])c1
  -4%, -13%[46.1 µM], 7%, -9%, 0.0%, 10%, 2%
CSC1=C(C#N)C(c2ccc(C)cc2)C2=C(CCCC2=O)N1 (stereo not given)
  8%, -21%[46.1 µM], 10%, 0%, 0.8%, 10%[38.3 µM], 1%

Later entries
Fields – Lamin A splicing, NPSR antag, CBFb-RUNX1 inh, aGal spleen mod, Epigenetic reg, IMPase Li cell, Luc counter
Cc1ccc(NC(=O)c2ccc(NCCCN3CCC(C)CC3)c([N+](=O)[O-])c2)cc1F
  nt, -11%, 5%, 9%, ?, 1%, 4%
CCc1cccc(CC)c1-n1c(SCC(=O)c2c(N)n(C)c(=O)n(C)c2=O)nnc1-c1cccnc1
  -2%, -10%, -11%, 1%, -1.5%, ?, -1%
O=S(=O)(Nc1nc2ccccc2nc1N1CCN(c2ccccc2)CC1)c1ccc(F)cc1
  ?, -24%, -12%, -6%, -6.9%, -3%, 0%
O=C(C1=C[C@H](c2ccc(Br)cc2)C[C@H](OCCCCO)O1)N1CCN(Cc2ccc3c(c2)OCO3)CC1
  nt, ?, -6%, 3%, 3.7%, 8%, nt
Cc1cccc2cc(C(c3nnnn3Cc3ccccc3)N3CCN(C)CC3)c(=O)[nH]c12 (stereo not given)
  3%, -3%[46.1 µM], 4%, 5%, -6.7%, nt, nt
CC(C)CNC(=S)NC1CC2CCC(C1)N2Cc1ccccc1 (stereo not given)
  -17%[0.0737 µM], 3%[46.1 µM], 4%, 9%, -0.9%, 9%[38.3 µM], -3%
C=CCn1c(=N)c(C(=O)OC)cc2c(=O)n3cccc(C)c3nc21
  11%, 1%[46.1 µM], -13%, 25%, 2.9%, 24%[38.3 µM], -4%
CC1=NOC(=O)/C1=C\c1ccc(-c2cc(Cl)ccc2Cl)o1
  -4%, 10µM*, -2%, 1%, 1.4%, ?, 11%
O=c1cc(CSc2nc(NCc3ccccc3)c3ccccc3n2)nc2ccc(Cl)cn12
  -2%, 4%, 8%, 14%, 0.0%, 16%, 3%
Cc1nnc2ccc(-c3ccc(NC(=O)c4cccnc4Cl)cc3)nn12
  nt, 7%, -5%, -5%, 3.8%, -6%, 10%
CCNc1ncc2nc(C)c(=O)n(Cc3cccc(OC)c3)c2n1
  nt, nt, nt, 10%, nt, 8%, -2%
CCOc1ccc(OCCSc2nc(C)cc(=O)[nH]2)cc1
  5%, -1%[46.1 µM], 6%, -13%, -5.9%, 4%[38.3 µM], 0%
COc1cccc([C@H]2Oc3ccc(OC)cc3/C(=N\O[C@@H](C)c3cn([C@H](CO)Cc4ccccc4)nn3)[C@@H]2O)c1
  nt, nt, -1%&12%[13.1 µM], -3%&-2%[17.5 µM], 0.0%&0.0%[10.1 µM], nt, nt
Cc1ccccc1N/C(SCc1ccc(Cl)cc1)=C(/C#N)C(=O)NCc1ccco1
  ?, ?, 0%, 4%, 0.9%, -4%[38.3 µM], -5%
CCc1cccc(CC)c1-n1c(SCC(=O)N2CCc3ccccc3C2)nnc1-c1cccnc1
  ?, -53%, -18%, -1%, 1.1%, 11%, -2%

(cont.)
Fields – Lamin A splicing, NPSR antag, CBFb-RUNX1 inh, aGal spleen mod, Epigenetic reg, IMPase Li cell, Luc counter
Cc1nc2sccn2c(=O)c1Cl
  15%, -5%[46.1 µM], -1%, -14%, -1.4%, -13%[38.3 µM], -6%
CCSc1ccccc1C(=O)N=C1NC(=O)CC2C(=O)NCCN12 (stereo not given)
  nt, 8%, 0%, 2%, -5.3%, -10%, 1%
COc1ccc(NC(=O)CSc2nc(N)c(-c3ccccc3)c(=O)[nH]2)cc1
  -1%, -2%[46.1 µM], -1%, 15%, -0.7%, 2%[38.3 µM], 0%
O=S(=O)(Cc1ccc(Cl)cc1)C1CCCCC1O (stereo not given)
  nt, 12%, 2%, -6%, 2.1%, nt, nt
c1ccc(C2CC(c3cccs3)=NN2c2ccccc2)cc1 (stereo not given)
  nt, 16%[7.67 µM], ?, ?, -1.0%, nt, nt
CC(C)CC(NC(N)=O)C(=O)NCc1ccc(Cl)cc1 (stereo not given)
  nt, 1%, 9%, -4%, 2.9%, -9%, 0%
CCc1ccc(N(C2C=CS(=O)(=O)C2)S(=O)(=O)c2ccc(C)cc2)cc1 (stereo not given)
  nt, -19%, 6%, -3%, -1.1%, nt, nt
CC(C)(C)c1ccc(C(=O)c2c[nH]c(C(=O)NCCCn3ccnc3)c2)cc1
  -2%, -8%[46.1 µM], -14%, -1%, -2.2%, 4%[38.3 µM], 1%
Cc1nc(-c2ccc(Cl)cc2)sc1C1(C)CC(c2ccccc2F)=NO1 (stereo not given)
  nt, -7%, 14%, 0%, 1.7%, nt, nt
O=C(CSC1=Nc2ccccc2C2CC=NN12)Nc1ccc2c(c1)OCO2 (stereo not given)
  ?, -18%, -11%, 4%, -1.9%, 23%, 4%
COc1ccccc1S(=O)(=O)Cc1ccc(C(=O)N2CCN(c3ccccn3)CC2)o1
  -19%, 6%[46.1 µM], -1%, 1%, -0.1%, 28%[38.3 µM], -2%
CN(Cc1cccs1)C(=O)Cc1c[nH]c2ccccc12
  -2%, ?, -20%, -6%, 0.0%, 3%, 2%
CCc1nnc(NC(=O)CSc2nnc(-c3ccc(OC)cc3)n2C)s1
  -5%, -5%[46.1 µM], 9%, 10%, 10%, 15%[38.3 µM], 2%
O=C(Nc1c(Cl)ccc2nsnc12)c1cccnc1
  -11%, -7%, 5%, -7%, -1.0%, 3%, 1%
CC(=O)N1CCN(c2ccc(NC(=S)NC(=O)COc3ccc(C(C)(C)C)cc3)cc2)CC1
  ?, 2%, -5%, -6%, 0.0%, 15%, 1%

New compounds follow:
Fields – Lamin A splicing, NPSR antag, CBFb-RUNX1 inh, aGal spleen mod, Epigenetic reg, IMPase Li cell, Luc counter
COc1ccc(C2C(C#N)=C(N)OC3=C2C(=O)CCC3)c(OC)c1OC (stereo not given)
  5%, 4%[46.1 µM], 2%, 1%, -0.1%, -3%[38.3 µM], 1%
CCCC[C@@H]1C[C@H]1[C@@H](NC(=O)c1cccs1)c1ccc(Cl)cc1
  ?, -23%, 0%[2.36 µM], -23%, -0.4%, 17%, -3%
Cc1ccc(NC(=O)CC2S/C(=N/c3nccs3)N(C)C2=O)cc1C (stereo not given)
  -7%, -13%[46.1 µM], 2%, 1%, 4.7%, 35%[activator][38.3 µM], -1%
Cn1nc(C(F)(F)F)c(C#N)c1N1CCN(c2ccccc2)CC1
  ?, -2%[46.1 µM], 0%, 3%, 0.0%, 45%[activator][38.3 µM], 3%
COc1ccc(CCNC(=O)C(=O)NCCCN2CCOCC2)cc1
  nt, 15%, -2%, 8%, 1.1%, -12%, -3%
CO/N=C(/C)CCS(=O)(=O)c1ccccc1
  9%[46 µM], 5%, 3%, 14%, -0.4%, -1%, -2%
CC(=O)Nc1ccc(Oc2cc(C#N)c(C#N)cc2N2CCOCC2)cc1
  -5%, -16%[46.1 µM], 1%, 7%, -1.0%, 34%[activator][38.3 µM], -1%
O=C(O)c1c(-c2ccccc2)c2oc3ccccc3c2[nH]c1=O
  ?, -17%[46.1 µM], 2%, ?, -0.5%, -24%[38.3 µM], 0%
O=C(NC1CCN(C(=S)NCc2ccco2)CC1)C12CC3CC(CC(C3)C1)C2
  -12%, -10%[46.1 µM], 11%, 0%, 0.0%, 2%, -3%
COc1ccccc1CNC(=O)C1=CCN(S(=O)(=O)c2ccc(C)cc2)CC1
  nt, -15%, 1%, 2%, 1.1%, nt, nt
O=C(c1cnsn1)N1CCN(c2ccccn2)CC1
  -4%, -3%[46.1 µM], 0%, 7%, 1.0%, 15%[38.3 µM], -5%
CC(=O)NNc1ncnc2c1cnn2-c1ccc(C)c(Cl)c1
  nt, 3%, 23%, -1%, -0.1%, 9%, 4%
COc1ccc(OC)c(C2CC(=O)Nc3n[nH]c(-c4ccccc4)c32)c1 (stereo not given)
  -17%[46 µM], 5%, 6%, 5%, 0.1%, 2%, 0%
CCOC(=O)c1c(C)cc(OC)cc1O
  nt, nt, 19%, 8%, 0.0%, -9%, -1%
O=C(COc1ccc(Br)cc1)N1CCCCCC1
  5%, 2%[46.1 µM], 4%, 7%, 0.8%, 1%[38.3 µM], -3%
O=C(COc1ccc(S(=O)(=O)N2CCOCC2)cc1)Nc1ccc2c(c1)OCCO2
  -4%, -4%[46.1 µM], 6%, -16%, -2.1%, 17%[38.3 µM], 1%

Screening results deposited in PubChem BioAssay by National Center for Advancing Translational Sciences (NCATS).
